CCR6 antag – antagonists of human CCR6 receptor; AID 493098; actives 0.49% (n = 340,000); CHO-K1 CCR6 PathHunter beta-arrestin, luminescence, CCL20-stimulated; inhibition, % at 20 µM; P51684;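 active = compounds whose inhibition of the agonist-driven luminescence signal at 20 µM reaches about 50%, limit read from the data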;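 note: cells stimulated with CCL20 at 14 nM final; plate controls were DMSO with CCL20 for no effect and DMSO without agonist for full effect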
Target sequence (P51684 whole entry, looked up): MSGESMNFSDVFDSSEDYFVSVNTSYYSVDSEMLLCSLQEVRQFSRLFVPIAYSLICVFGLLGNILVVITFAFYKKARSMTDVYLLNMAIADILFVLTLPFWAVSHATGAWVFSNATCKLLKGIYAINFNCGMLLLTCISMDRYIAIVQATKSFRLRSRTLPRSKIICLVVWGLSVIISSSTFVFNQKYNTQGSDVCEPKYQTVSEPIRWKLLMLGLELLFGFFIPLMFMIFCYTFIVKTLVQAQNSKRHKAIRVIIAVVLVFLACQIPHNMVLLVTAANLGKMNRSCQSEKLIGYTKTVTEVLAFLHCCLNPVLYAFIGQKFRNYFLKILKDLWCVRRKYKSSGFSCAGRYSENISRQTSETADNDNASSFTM
CXCR6 inh – CXCR6 (human) receptor inhibition; actives 0.36% (n = 360,000); inhibition, % at 20 µM; AID 602244; CHO-K1 PathHunter CXCR6 beta-arrestin, luminescence; O00574; in the data active = inhibition above about 34%, passing the limit was not always enough;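 note: antagonist mode with CXCL16 agonist at 10 nM final; 0% = 10 nM CXCL16 with DMSO and 100% = unstimulated wells without agonist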
APJ ag – agonists of human APJ apelin receptor; P35414; CHO-K1 APJ PathHunter beta-arrestin, luminescence; 0% DMSO wells, 100% apelin; activation, % at 20 µM; actives 0.11% (n = 330,000); AID 2520;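 active = activation more than six SD over the plate average, tested at 20 µM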;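 note: 0% = DMSO alone and 100% = apelin-13 at 10 nM; some results filed as inactive read as strong as hits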
Target sequence (P35414 whole entry, looked up): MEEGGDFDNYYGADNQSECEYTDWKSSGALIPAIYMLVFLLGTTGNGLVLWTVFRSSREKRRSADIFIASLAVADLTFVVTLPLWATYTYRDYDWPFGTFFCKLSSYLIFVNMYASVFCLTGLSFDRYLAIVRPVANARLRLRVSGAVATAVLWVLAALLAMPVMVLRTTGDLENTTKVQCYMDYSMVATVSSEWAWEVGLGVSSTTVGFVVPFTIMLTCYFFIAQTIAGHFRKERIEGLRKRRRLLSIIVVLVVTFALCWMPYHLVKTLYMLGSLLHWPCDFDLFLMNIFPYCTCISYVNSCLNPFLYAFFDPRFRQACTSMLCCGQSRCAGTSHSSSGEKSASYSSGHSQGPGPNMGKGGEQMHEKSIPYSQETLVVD
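Assay system: CHO-K1 cells stably expressing ProLink-tagged human APJ and arrestin–beta-gal acceptor. Compound dosing: 20 µM single point, 1% DMSO. Times: 16-18 h seeding, 90 min dark compound exposure, 60 min detection. Detection: beta-gal luminescence. Evaluation: APJ–arrestin association signal. Controls: negative DMSO alone, positive Apelin-13 at 10 nM.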
CHOP UPR activ – activators of apoptotic arm of unfolded protein response (CHOP); CHO-CHOP luciferase reporter, UPR activation, luminescence; percent of tunicamycin response over DMSO baseline; activation, % at 10 µM; actives 0.34% (n = 330,000); AID 449763;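 active = at 10 µM dose, activation of 40% or more, normalized to positive control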;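 note: 100% = tunicamycin at 10 µg/mL and 0% = DMSO alone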
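Evaluation: % reporter activation, DMSO baseline versus tunicamycin full activation; System: CHO-CHOP luciferase reporter cell line; Input: 500 cells/well; Incubation: 6 h compound treatment, 37 °C; Measured by: Steady-Glo luciferase luminescence; Dosing: one dose, 10 µM in 0.5% DMSO; Buffer or medium: F12 medium, 10% FBS; Benchmarks: positive tunicamycin 10 µg/mL, negative DMSO alone.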
EBI2 antag – blocks human EBI2 receptor beta-arrestin signaling | actives 0.81% (n = 360,000) | inhibition, % at 5 µM | EBI2 beta-arrestin recruitment, luminescence, 7a,25-OHC stimulated; in the data active = inhibition above about 38%;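 note: enzyme fragment complementation signal reports receptor beta-arrestin coupling in cells; 0% = agonist plus DMSO wells and 100% = wells without agonist; some results beyond the cut were filed as inactive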
Mdm2-MdmX inh – inhibitors of human Mdm2/MdmX interaction. SaOS-2 split-luciferase Mdm2/MdmX complementation, luminescence. inhibition, % at 8 µM. actives 3% (n = 330,000). AID 485346;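 active = inhibition of at least 50% at 8 µM in the primary screen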
tim23-1 inh – growth inhibitors of tim23-1 mutant yeast; S. cerevisiae tim23-1 growth, BacTiter-Glo luminescence, 24 h; inhibition, % at 20 µM; actives 1.3% (n = 330,000);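 active = growth inhibition of the mutant yeast at or above 50%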;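 note: temperature-sensitive mutant grown at 25 °C; plate controls were DMSO-treated mutant yeast for no effect and medium wells lacking yeast for full effect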
APJ antag – blocks the human apelin receptor APJ; P35414; CHO-K1 APJ beta-arrestin complementation, luminescence; inhibition, % at 20 µM; actives 0.32% (n = 330,000); AID 2521;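 active = inhibition above about 40% at 20 µM, limit read from the data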;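 note: cells challenged with 10 nM apelin-13 agonist together with compound; plate controls were apelin-13 plus DMSO wells for no effect and DMSO wells lacking apelin-13 for full effect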
XBP1 UPR activ – adaptive UPR (XBP1) activation; AID 463104; activation, % at 20 µM; actives 0.33% (n = 330,000); CHO-XBP1 luciferase reporter, IRE1-XBP1 UPR activation, luminescence; percent of tunicamycin response, DMSO as zero;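 active = versus positive control, 20 µM dose yields 30% or more activation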;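 note: 100% = tunicamycin at 10 µg/mL and 0% = DMSO only wells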
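Material: CHO-XBP1 cells stably carrying IRE1-XBP1-driven luciferase reporter | Medium: F12 with 10% serum | Compound dosing: 20 µM single concentration, DMSO 1% | Incubation: Overnight seeding at 37 °C, 6 h compound treatment at 37 °C | Detection: Steady-Glo luminescence read | Read-out basis: % activation of reporter signal versus tunicamycin and DMSO controls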
Active calls of the source: *.

Each structure is followed by: APJ antag, CHOP UPR activ, CXCR6 inh, CCR6 antag, APJ ag, EBI2 antag, tim23-1 inh, Mdm2-MdmX inh, XBP1 UPR activ
COc1cc2c(cc1OC)C(C(=O)NC1CC1)C1c3ccccc3CCN1C2=O (stereo not given)
  -50, -1.0, 4, -1, 1, -6, 11, 8, -1
Cc1ccc2nc(-c3ccc(NS(=O)(=O)c4c(C)n(C)c(=O)n(C)c4=O)cc3)sc2c1
  7, 4.7, 3, -1, -2, 2, 33, -177, 0
CCOC(=O)c1cc(-c2ccccc2)sc1NC(=O)CC(C)C
  16, 0.8, 3, 13, -2, 28, 8, -22, -2
COc1ccc2c3n([n+]([O-])c2c1)CCN=C3c1ccc(Cl)cc1
  -2, 3.8, 3, -13, 0, 5, 16, 0, 2
CCCNC(=O)c1ccccc1C(=O)NC1(C(=O)NCCC)CCCC1
  1, 1.8, 0, 4, -1, 1, 15, -13, -4
CC(=O)NC1=NC(=O)/C(=C/c2cc(C)n(-c3cccc(C(=O)O)c3)c2C)S1
  7, 1.5, 3, 11, -3, -3, -4, 5, -3
O=[N+]([O-])c1ccc(Cl)c(/C=N/N2CCN(Cc3ccc(Cl)cc3)CC2)c1
  -24, 0.3, 5, 16, -3, 8, 28, -13, 1
CC(=O)Nc1ccc(S(=O)(=O)Nc2ccccc2C(=O)N2CCCCCC2)cc1
  -11, 0.2, -4, 8, 0, -9, 0, -4, -4
O=C(CN1CCN(c2ccccn2)CC1)Nc1cccc(S(=O)(=O)N2CCOCC2)c1
  0, -0.2, 1, 9, -5, -11, 7, 1, 1
COc1cc(NC(=O)COc2ccccc2Cl)ccc1NC(=O)C(C)C
  6, 0.6, -3, -7, -2, -3, 3, 3, 0
Cc1cc(C)n(S(=O)(=O)c2ccc3ccccc3c2)n1
  17, 0.4, 12, 7, -5, -10, 12, 11, -4
Cc1ccsc1CN(C)CC(=O)Nc1cccc(S(=O)(=O)N(C)c2ccccc2)c1
  9, 0.9, -8, 25, -6, 10, 37, 7, -3
O=C(C1CCCO1)N1CCN(C(=S)Nc2ccccc2Cl)CC1 (stereo not given)
  8, 0.4, 0, 17, 0, -6, 14, 4, -3
O=C1NCCc2c1[nH]c1c(Cl)ccc(Cl)c21
  -16, -2.3, -1, -7, 3, -2, 1, 77*, -1
O=C(NCc1ccco1)C1CC(O)CN1C(=O)Nc1ccccc1 (stereo not given)
  -12, -2.4, -5, 10, -3, 1, 8, 27, -1
Cc1ccc(Cl)cc1NC(=O)CCn1cccc1
  4, -4.6, -9, -16, -3, 9, 3, -13, -1
O=C1C=C(c2cc(F)ccc2F)C[C@@H](c2ccc(Cl)cc2)C1
  6, 0.3, -5, 22, -4, 29, 43, -18, 3
O=C(Nc1nc2ccccc2[nH]1)c1cccs1
  0, 0.5, -5, 8, -7, -10, -18, -80, 0
O=C(c1ccccc1)c1ccc(-c2ccc(O)cc2)cc1
  9, 5.5, 4, 4, -2, -2, 33, 27, 1
Cc1ccccc1OCC(=O)NCC1CCCO1 (stereo not given)
  3, 0.3, 8, 3, -2, -14, 3, -11, -1

Later entries:
Each structure is followed by: APJ antag, CHOP UPR activ, CXCR6 inh, CCR6 antag, APJ ag, EBI2 antag, tim23-1 inh, Mdm2-MdmX inh, XBP1 UPR activ
O=C(COc1ccc(/C=N/NC(=O)C(=O)N2CCCCC2)cc1)Nc1ccccc1Cl
  5, 0.3, -1, 18, -5, 4, 10, -12, 2
CC(C)Oc1cccc(C(=O)C2CCCN(S(C)(=O)=O)C2)c1 (stereo not given)
  -19, -2.7, -2, 10, -2, 9, 21, 14, 1
O=C(CCNS(=O)(=O)c1ccccc1)NCC1CCCCC1
  22, -0.9, -9, 8, -1, 0, 0, 0, 1
COc1cccc2cc(C(=O)N3CCN(c4ccccn4)CC3)c(=O)oc12
  21, 1.5, 5, -5, -2, -11, 16, 22, 1
COc1ccccc1C(=O)Nc1ccccc1N1CCOCC1
  7, -3.1, 0, 13, -4, -2, 20, 1, -2
Cc1ccc(C(=O)/C=C/Nc2ccc(S(=O)(=O)Nc3onc(C)c3C)cc2)cc1
  -4, 2.2, -1, 14, 4, 8, 36, 1, 1
COCCN(C(=O)C1=COCCO1)c1c(N)n(CC(C)C)c(=O)[nH]c1=O
  11, -1.4, 2, -5, -2, -6, -10, 31, -1
COc1cc2c(cc1NC(=O)Nc1ccccc1)oc1ccccc12
  15, 0.2, -6, 1, -1, 13, -7, 21, -4
O=C(O)COc1nsnc1N1CCOCC1
  9, -0.7, -2, 4, -5, -7, -2, 8, 3
O=C1C2C(c3ccccc3)C=CC(c3ccccc3)C2C(=O)N1C1CCCCC1 (stereo not given)
  16, -2.4, 6, -1, -7, 3, 7, 16, -3
O=C(COC(=O)c1cnccn1)Nc1cccc2ccccc12
  -9, 0.1, -11, 7, 1, 4, 2, 29, 0
N[C@@H](Cc1ccccc1)C(=O)N1CCOCC1
  19, -1.3, -3, -5, -2, 0, 5, 21, 1
Cc1cc(NC(=O)CCCN2C(=O)c3cccnc3C2=O)no1
  2, -0.8, 6, -1, 1, -2, 10, 15, -2
CSCC[C@H](NC(=O)c1cccc(S(=O)(=O)N2CCCCCC2)c1)c1nc2ccccc2[nH]1
  2, 1.1, 11, 25, -1, 3, -4, 34, -1
Cn1nnnc1SCC(=O)Nc1cc(C(C)(C)C)nn1-c1ccccc1
  -6, 0.4, -6, 7, 4, -5, 12, -1, -3
Cc1ccccc1N(CC(=O)N/N=C/c1cc(C)n(-c2ccccc2C)c1C)S(C)(=O)=O
  -25, -0.9, -1, 19, 0, 7, 16, 30, 0
COc1ccc(S(=O)(=O)NC(C)C(=O)NCc2ccncc2)cc1C (stereo not given)
  7, -0.7, -4, 10, -1, 9, 12, 14, -2
COc1ccc(CCC(=O)Nc2ccccc2C(F)(F)F)cc1
  6, 0.1, -7, 1, -2, -8, 0, 14, -3
COc1cc(OC)c(CN2CCN(c3ccc(F)cc3)CC2)cc1Br
  10, 0.5, 1, -11, -3, 1, 6, 12, 0
Cc1nc(CCNC(=O)CC2C(=O)NCCN2Cc2ccccc2)sc1C (stereo not given)
  4, -0.6, 3, -3, 1, -1, 0, 8, -1

Some entries already given, showing only tim23-1 inh and CHOP UPR activ.
Compound | tim23-1 inh | CHOP UPR activ
O=C(COc1ccc(/C=N/NC(=O)C(=O)N2CCCCC2)cc1)Nc1ccccc1Cl | 10 | 0.3
CC(C)Oc1cccc(C(=O)C2CCCN(S(C)(=O)=O)C2)c1 (stereo not given) | 21 | -2.7

The list continues:
Each structure is followed by: APJ antag, CHOP UPR activ, CXCR6 inh, CCR6 antag, APJ ag, EBI2 antag, tim23-1 inh, Mdm2-MdmX inh, XBP1 UPR activ
CC(=O)C(Sc1ccc2nnc(-c3ccncc3)n2n1)C(C)=O
  5, 0.4, -7, -8, 0, -3, 7, 34, -2
COc1cc(C(C#N)N2CCCCC2)ccc1O (stereo not given)
  5, 1.1, -5, 8, -1, 6, 13, 12, 1
Cc1ccc(-c2ccc(S(=O)(=O)NCc3ccco3)cc2)cc1
  -9, 3.5, 8, -11, -3, 0, 17, 6, -1
COc1cccc(NS(=O)(=O)c2ccc3c(c2)N(C(C)=O)CCS3)c1
  -22, -1.5, -12, -12, 7, 1, 1, 14, -4
CC1CCC/C(=N\NC(=O)COc2ccc(Cl)cc2Cl)C1 (stereo not given)
  -18, 3.0, -9, 4, -1, -10, 7, -4, -1
Cc1cccc(-c2c3c(=O)n(C)c(=O)n(C)c3cn2C(C)C)c1
  -4, 0.2, -2, 11, -4, -1, 18, -1, 5
Cc1ccccc1C(=O)NC1CCN(Cc2nnnn2CCc2ccccc2)CC1
  -13, 0.7, -6, 7, -3, 10, -18, 11, -2
CN(C(=O)Nc1cccc(C(F)(F)F)c1)C1CCCCC1
  6, 0.4, -2, 8, 2, -8, 0, 2, -1
Cc1ccccc1OCC(=O)Nn1c(COc2ccccc2)nc2ccccc2c1=O
  -1, -1.0, 1, -10, -1, -2, 40, -7, -1
N/C(=N\OC(=O)CCc1ccccc1)c1cccnc1
  -2, -1.7, -7, 15, -2, -16, 18, -12, -1
O=C(NCc1ccco1)C1CCCN1C(=O)NCc1ccccc1 (stereo not given)
  -2, 2.9, -8, -8, -2, 7, 7, -1, 2
O=C(CSc1ccc2nnc(-c3cccnc3)n2n1)Nc1ccc(F)cc1F
  -39, 0.9, -3, 12, -2, 1, 7, 18, 0

As a working copy, part of the list above:
Each structure is followed by: APJ antag, CHOP UPR activ, CXCR6 inh, CCR6 antag, APJ ag, EBI2 antag, tim23-1 inh, Mdm2-MdmX inh, XBP1 UPR activ
CC(=O)C(Sc1ccc2nnc(-c3ccncc3)n2n1)C(C)=O
  5, 0.4, -7, -8, 0, -3, 7, 34, -2
COc1cc(C(C#N)N2CCCCC2)ccc1O (stereo not given)
  5, 1.1, -5, 8, -1, 6, 13, 12, 1
Cc1ccc(-c2ccc(S(=O)(=O)NCc3ccco3)cc2)cc1
  -9, 3.5, 8, -11, -3, 0, 17, 6, -1
COc1cccc(NS(=O)(=O)c2ccc3c(c2)N(C(C)=O)CCS3)c1
  -22, -1.5, -12, -12, 7, 1, 1, 14, -4
CC1CCC/C(=N\NC(=O)COc2ccc(Cl)cc2Cl)C1 (stereo not given)
  -18, 3.0, -9, 4, -1, -10, 7, -4, -1
Cc1cccc(-c2c3c(=O)n(C)c(=O)n(C)c3cn2C(C)C)c1
  -4, 0.2, -2, 11, -4, -1, 18, -1, 5
Cc1ccccc1C(=O)NC1CCN(Cc2nnnn2CCc2ccccc2)CC1
  -13, 0.7, -6, 7, -3, 10, -18, 11, -2
CN(C(=O)Nc1cccc(C(F)(F)F)c1)C1CCCCC1
  6, 0.4, -2, 8, 2, -8, 0, 2, -1

Screening results (PubChem)

This is a subset; count on the stated rates, not on these rows.
